Assay outcomes as filed in PubChem.
TRHR ag – agonists of human TRH receptor. P34981. TRHR cells, calcium flux fluo-8, FDSS agonist mode. activation, % at 2 µM. 0.18% of 360,000 active. AID 493084; in the data active = activation above about 30%; note: 0% is about no effect
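Fluo-8-loaded TRHR cells; 10 s baseline, compound added, kinetic Ca2+ fluorescence read 1/s, agonist mode.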
TrxR1 substrate – substrates of rat thioredoxin reductase 1 | O89049 | purified TrxR1 substrate turnover, NADPH consumption readout | Potency, µM (titrated, usually from 114 µM), for the others: top-dose activity change, negative = substrate turnover | 0.01% of 390,000 active | AID 588456; note: potency is the fitted concentration of half-maximal effect; % is set by controls: 0 for no effect and ±100 for the full control effect; nearly all actives have a fitted effect of over 50% in size
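Rat TrxR1, dispensed at 90 nM, was prereduced with 400 uM NADPH (final) for 5 min at ~22 deg C, then incubated with compound 15 min before 400 uM selenite. A first-read NADPH fluorescence drop versus no-compound background flagged substrates.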
USP1-UAF1 inh – inhibitors of human USP1/UAF1 deubiquitinase | O94782 | recombinant USP1/UAF1, Ub-Rhodamine cleavage fluorescence | 0.23% of 390,000 active | Potency, µM (highest dose often 57.1 µM), inactives show top-dose activity change, negative = inhibition, actives largely listed as inhibitors; note: potency is the fitted concentration of half-maximal effect; % is set by controls: 0 for no effect and ±100 for the full control effect; nearly all actives have a fitted effect of over 60% in size; inactives centre near -12
Target sequence (O94782 whole entry, looked up): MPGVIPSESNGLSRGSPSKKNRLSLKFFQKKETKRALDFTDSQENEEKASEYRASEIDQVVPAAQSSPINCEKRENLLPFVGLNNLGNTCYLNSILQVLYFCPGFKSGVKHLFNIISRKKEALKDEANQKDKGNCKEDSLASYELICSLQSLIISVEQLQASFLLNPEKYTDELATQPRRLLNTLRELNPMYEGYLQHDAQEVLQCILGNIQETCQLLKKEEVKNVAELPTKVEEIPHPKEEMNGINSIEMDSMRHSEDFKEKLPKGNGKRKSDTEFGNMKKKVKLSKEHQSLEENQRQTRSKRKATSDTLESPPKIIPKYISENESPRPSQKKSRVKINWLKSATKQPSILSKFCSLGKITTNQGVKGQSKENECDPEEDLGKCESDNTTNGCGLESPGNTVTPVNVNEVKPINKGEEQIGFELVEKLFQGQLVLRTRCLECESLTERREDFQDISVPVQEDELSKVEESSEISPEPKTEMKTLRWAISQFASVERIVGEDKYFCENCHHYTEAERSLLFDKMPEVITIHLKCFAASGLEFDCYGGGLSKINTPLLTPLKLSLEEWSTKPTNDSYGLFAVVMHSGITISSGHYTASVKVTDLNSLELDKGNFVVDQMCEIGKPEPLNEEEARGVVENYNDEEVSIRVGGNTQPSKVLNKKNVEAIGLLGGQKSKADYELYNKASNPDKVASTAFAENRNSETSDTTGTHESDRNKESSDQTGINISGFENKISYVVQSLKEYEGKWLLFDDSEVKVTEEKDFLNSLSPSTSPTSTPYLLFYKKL
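In this screen, compounds sit with the deubiquitinase complex (1nM) for 15 min at room temperature before Ub-Rho is added at 150nM final. Fluorescence rise is then followed for 6 reads every 60 seconds.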
TrxR1 inh – rat TrxR1 inhibition; 1% of 390,000 active; AID 588453; recombinant rTrxR1, NADPH fluorescence consumption, selenite substrate; Potency, µM (titrated, usually from 114 µM), for the others: top-dose activity change, negative = inhibition, hits mostly inhibitors; note: potency is the fitted concentration of half-maximal effect; % is set by controls: 0 for no effect and ±100 for the full control effect; nearly all actives have a fitted effect of over 65% in size
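Rat TrxR1 (90 nM in the dispensed reagent) was pre-reduced with 400 uM NADPH for 5 min at room temperature, then incubated with compound for 15 min. After 400 uM selenite was added, NADPH fluorescence (Ex 340/Em 450 nm) was followed for 8 min.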
IDH1 R132H inh – human IDH1 R132H inhibition. O75874. IDH1-R132H enzyme, NADPH consumption, diaphorase/resazurin fluorescence. Potency, µM (highest dose often 76.6 µM), for the others: at the highest dose activity change, negative = inhibition, hits mostly inhibitors. 0.093% of 390,000 active. AID 602179; note: potency is the fitted concentration of half-maximal effect; % is set by controls: 0 for no effect and ±100 for the full control effect; nearly all actives have a fitted effect of over 65% in size
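IDH1-R132H (0.5 ug/mL) preincubated 30 min with compound, then NADPH (0.016 mM) and alpha-KG (2 mM) added; 80 min at RT, pH 7.5. Remaining NADPH coupled via diaphorase/resazurin to fluorescence (540/590 nm); concentration-response curves normalized to no-enzyme control.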
TRHR PAM – allosteric enhancers of human TRH receptor; TRHR cells, fluo-8 calcium fluorescence, EC20 TRH enhancement; enhancement, % at 2 µM; 0.66% of 360,000 active; in the data active = enhancement above about 30%; note: 0% is about no effect
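TRHR-expressing cells loaded with fluo-8 calcium dye were read kinetically (ex 480/em 530) during compound addition, then stimulated with an EC20 of TRH (10 nM final). Enhancement of the Gq-mediated intracellular calcium response was scored.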
Pin1 inh – blocks the human prolyl isomerase Pin1; Q13526; Pin1 FP peptide displacement, HiFluor488, 10 min; Potency, µM (titrated, usually from 115 µM), without a hit: at the highest dose activity, negative = inhibition, usual class: inhibitors; 0.009% of 390,000 active; active = well fitted inhibition curve with a large enough effect in the polarisation, with a control signal flat, not every such curve was filed as active; inconclusive = small, poorly fitted or top-dose-only effect, or effect the other way, or a change in a side signal; inactive = no such curve, though single readings can be large or run the other way; the % refers to the polarisation; note: potency is the fitted concentration of half-maximal effect; % is set by controls: 0 for no effect and ±100 for the full control effect
Target sequence (Q13526 whole entry, looked up): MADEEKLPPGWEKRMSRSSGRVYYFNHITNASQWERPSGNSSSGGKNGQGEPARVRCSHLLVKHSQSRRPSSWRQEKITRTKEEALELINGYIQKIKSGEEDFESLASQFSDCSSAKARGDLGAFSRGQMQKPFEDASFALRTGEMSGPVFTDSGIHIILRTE
D2 antag – antagonists of human D2 dopamine receptor; HEK293 TREx D2 cells, calcium flux, dopamine EC80; P14416; 2% of 340,000 active; inhibition, % at 10 µM; AID 485344; in the data active = inhibition above about 30%; note: 0% is about no effect
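Cells plated overnight at 30 C with tetracycline; no-wash calcium dye, 30–90 min RT; 10 s baseline; compound pinned; 180 s read; EC80 dopamine added; another 180 s read.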
D2 agonist – D2 dopamine receptor (human) agonism. HEK293 T-REx D2 cells, calcium flux agonist mode. 0.53% of 340,000 active. AID 485358. P14416. activation, % at 2 µM;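 active = activation over 3 SD above normal in the single-dose calcium agonist read, cut at about 30% in these data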; note: 0% is about no effect
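Tetracycline-induced HEK293 T-REx cells with force-coupled D2 receptor, plated overnight at 30 C, loaded with no-wash calcium dye. After a 10 s baseline, compound was pin-added and calcium flux read kinetically for 180 s; calcium rises flagged agonists.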
* marks the source's active call; other numbers are inactive results; ? = inconclusive; nt = not tested or not shown; [ ] = another dose, or the depositor's remark. Unless noted, calls come from the whole dose curve; as a rule, active = well fitted inhibition curve with a large enough effect; inconclusive = small, poorly fitted or top-dose-only effect; inactive = no such curve, though single readings can be large or run the other way. Some of the compounds tested; count on the stated rates, not on these rows.

SMILES	TRHR ag	TrxR1 substrate	USP1-UAF1 inh	TrxR1 inh	IDH1 R132H inh	TRHR PAM	Pin1 inh	D2 antag	D2 agonist
N#Cc1c(Cl)nc(N/N=C/c2ccccc2)c(Cl)c1Cl	1.2	3%	-18%	3%	-2%	2	-2%	-21	5.6
O=C(Nc1ccnn1C1CCN(C(=O)Cc2cccc(Cl)c2)CC1)C1CC1	0.7	0%	-5%	6%	-1%	-4	-1%	7	-0.4
COc1ccc(C2C(C(=O)c3ccco3)=C(O)C(=O)N2c2nnc(C)s2)cc1OC (configuration not stated)	3.1	-10%	0%	?	0%	-11	?	-9	3.5
O=C(CN1CCN(S(=O)(=O)c2ccc(Br)cc2)CC1)N/N=C/c1cccs1	-1.0	-16%	-15%	7%[57.1 µM]	3%	0	4%	-8	-0.4
Cc1nnc2c3ccccc3c(-c3cccs3)nn12	0.1	-2%[57.1 µM]	-8%	9%[57.1 µM]	5%	2	3%	6	-0.3
O=C1NCCN/C1=C\C(=O)c1ccc(Cl)cc1	-0.2	-8%[57.1 µM]	-17%	-4%[57.1 µM]	6%	5	-7%	-9	-0.6
CCN(C(=O)CN1C(=S)NC(C)(C)CC1C)c1ccc(C)c(C)c1 (configuration not stated)	0.0	6%[57.1 µM]	?	10%[57.1 µM]	6%	-4	7%	-3	2.4
O=C(CSc1nnc(C2CC2)n1CC1CCCO1)Nc1cccc(Cl)c1 (configuration not stated)	-0.1	3%	4%	21%	2%	-7	-10%	11	0.9
Cc1csc(NC(=O)CN2C(=O)c3ccccc3C2=O)c1C(N)=O	0.0	-1%	-17%	-3%	2%	1	0%	0	-0.4
Cc1cc(C)n(CCN(C)C(=O)CCc2nnc(-c3ccc4c(c3)OCO4)o2)n1	-0.6	0%	-8%	-9%	16%	12	-4%	14	-1.3
CN(C)CCCNCCNC(=O)/C=N\O	1.2	0%	-3%	12%	-2%	8	8%	-8	0.8
COc1ccc(C)cc1N/C(N)=N/c1nc(C)cc(C)n1	3.5	3%	-3%	14%	-2%	2	-1%	-7	6.0
COc1ccc(NC(=O)/C(C#N)=C/c2ccc(OCc3ccccc3F)cc2)cc1	0.8	-2%[57.1 µM]	-7%	-6%[57.1 µM]	21%	-3	?	0	-0.4
COc1ccc(OCc2nn3c(-c4ccccn4)nnc3s2)cc1	-0.5	0%	3%	6%	4%	-8	3%	10	0.1
O=C(c1ccccc1)c1sc(N2CCOCC2)nc1-c1ccccc1	-0.1	-3%	-24%	7%	-10%	-4	59%[activator]	2	-0.3
CCCNC(=O)CSc1nc(Cc2ccccc2)nc2ccccc12	0.1	-5%	-10%	4%	-3%	4	0%	13	0.5
OCC1(Cc2ccccc2)CCN(Cc2ccccn2)CC1	0.4	1%	?	16%	1%	-7	-7%	-7	-0.3
Cc1ccc(C(=O)/C=C/c2ccc(-c3ccccc3[N+](=O)[O-])o2)cc1	0.0	0%	-9%	?	5%	-2	-15%	-10	-0.1
O=C(N/N=C/c1cccnc1)C12CC3CC(CC(C3)C1)C2	0.6	-11%	-13%	-10%	5%	-2	-12%	6	-0.3
COc1ccc(C(C(=O)NC2CCCCC2)N(CC2CCCO2)C(=O)CNC(=O)c2ccco2)cc1 (configuration not stated)	0.1	-2%	-12%	4%	0%	-6	-9%	5	0.7
O=C(Nc1nnc(C2CCCC2)s1)C1CCN(S(=O)(=O)c2ccc(Cl)cc2)CC1	0.2	-3%	-9%	14%	-5%	2	1%	1	-0.9
O=C(N/C=N/OCc1cccc(C(F)(F)F)c1)N1OC[C@@H]2COc3ccc4ccccc4c3[C@@H]21	1.5	-9%	-6%	-6%	6%	-9	3%	9	0.8
CCC(C)(C)NC(=O)c1ccc(Br)o1	0.3	-4%	1%	-15%	2%	7	-1%	19	0.3
COc1ccc(NC(=O)c2ccc3c(c2)sc2nc(-c4ccc(OC)cc4)cn23)cc1	-0.4	3%	16%	10%	-4%	11	-1%	nt	0.8
Cc1cccc(C)c1OCc1n[nH]c(=S)n1N	0.3	-3%	-2%	-6%	1%	-3	0%	43*	1.7

3 of the entries above in order of their number in USP1-UAF1 inh, descending:
| mol | TRHR ag | TrxR1 substrate | USP1-UAF1 inh | TrxR1 inh | TRHR PAM | Pin1 inh | D2 antag |
| --- | --- | --- | --- | --- | --- | --- | --- |
| CCC(C)(C)NC(=O)c1ccc(Br)o1 | 0.3 | -4% | 1% | -15% | 7 | -1% | 19 |
| Cc1cccc(C)c1OCc1n[nH]c(=S)n1N | 0.3 | -3% | -2% | -6% | -3 | 0% | 43* |
| Cc1ccc(C(=O)/C=C/c2ccc(-c3ccccc3[N+](=O)[O-])o2)cc1 | 0.0 | 0% | -9% | ? | -2 | -15% | -10 |

(more compounds)
SMILES	TRHR ag	TrxR1 substrate	USP1-UAF1 inh	TrxR1 inh	IDH1 R132H inh	TRHR PAM	Pin1 inh	D2 antag	D2 agonist
CCc1ccc(-c2cc(C)no2)cc1S(=O)(=O)Nc1cccc(CN2CCCC2)c1	0.3	2%	-13%	6%	10%	9	-2%	10	-0.3
COCCCNC(=O)c1ccc(N(C)S(=O)(=O)c2ccc(OC)cc2)cc1	-1.0	-10%	-6%	16%[57.1 µM]	3%	12	-6%	-25	-0.6
Cn1c(CNC(=O)c2ccco2)nnc1SCC(=O)N1c2ccccc2Sc2ccccc21	-0.3	7%[57.1 µM]	-13%	8%	1%	6	-1%	-8	0.3
CCOC(=O)CSc1nnc(CNc2ccc(Cl)cc2)n1Cc1ccccc1	0.7	-1%	-17%	7%	3%	-7	1%	5	0.9
COc1cccc(N2CCN(c3ccc4nnc(CCC(=O)Nc5ncccc5C)n4n3)CC2)c1	0.1	5%	-5%	8%	2%	-5	7%	-4	-1.0
COc1ccc2[nH]c(C(=O)N3CCC(Cc4ccccc4)CC3)cc2c1	0.8	13%[57.1 µM]	-14%	7%[57.1 µM]	2%	0	11%	-14	0.2
O=C(O)C1C2C=CC(C2)C1C(=O)Nc1ccc(Cl)c(Cl)c1 (configuration not stated)	0.2	3%	-14%	7%	4%	0	0%	7	0.7
COc1ccc(NC(=O)CC2C(=O)N(c3cccc(OC)c3)C(=O)N2CCC(C)C)cc1 (configuration not stated)	-0.4	11%[57.1 µM]	-14%	24%	1%	2	-7%	-14	-0.2
C=CCn1c(SCC(=O)Nc2c(C)n(C)n(-c3ccccc3)c2=O)nnc1-c1cccnc1	nt	-7%	-24%	14%[57.1 µM]	3%	nt	1%	nt	nt
COc1cc(NC(=O)CCS(=O)(=O)c2nc(-c3cccs3)cc(C(F)(F)F)n2)cc(OC)c1OC	0.1	-3%	-23%	?	8%	-7	7%	nt	0.1
O=C(NC1CCCCC1)c1c[nH]c2ccc(S(=O)(=O)Nc3ccccc3F)cc2c1=O	-0.6	-1%	-4%	5%	12%	3	0%	nt	0.3
O=C1c2cccc3c(O)ccc(c23)C(=O)N1Cc1ccco1	235*	-10%	28µM*	?	11%	33*	nt	20	61*
COCCNC(=O)c1ccc2c(=O)n(Cc3ccco3)c(SCC(=O)NC3CCCCC3)nc2c1	0.3	-1%	-14%	-15%	3%	-4	6%	-10	-0.2
COc1ccc(OC(=O)c2cnc3n(c2=O)CCS3)cc1	0.0	8%[57.1 µM]	-16%	13%[57.1 µM]	5%	-2	-5%	14	0.9
O=C(Nc1cccc(Cl)c1)NC1(C(=O)NCc2cccs2)CCCCC1	0.2	6%	?	14%	-2%	-10	1%	nt	nt
O=C(COc1ccc(S(=O)(=O)N2CCOCC2)cc1)NCc1ccccn1	-0.4	5%	-13%	7%	10%	-1	-4%	5	0.5
CCc1ccccc1NC(=O)CCS(=O)(=O)c1cccc2nonc12	-0.7	-9%	-12%	?	-26%	1	6%	nt	0.3
CCCCCOC(=O)CSc1nc2sc3c(c2c(=O)n1Cc1ccccc1)CC(C)(CC)OC3 (configuration not stated)	1.3	3%	-13%	7%	-6%	0	9%	nt	0.0
COc1ccc2cc(S(=O)(=O)N3CCCC(C)C3)ccc2c1 (configuration not stated)	0.3	-4%	-21%	9%	1%	-2	-5%	-14	0.1
O=C(Nc1ccccc1C(=O)NCc1cccnc1)c1cccc([N+](=O)[O-])c1	-0.3	8%[57.1 µM]	-4%	23%[57.1 µM]	8%	2	0%	10	-0.1
O=C(c1ccccc1)N1CCn2c1nc1ccccc12	-1.5	8%[57.1 µM]	0%	22%[57.1 µM]	-1%	-3	?	-6	-2.3
O=C(Nc1ccc(S(=O)(=O)Nc2cnc3ccccc3n2)cc1)c1cc(F)c(F)cc1Cl	0.2	16%[57.1 µM]	-17%	10%[57.1 µM]	11%	-5	1%	-5	0.0
COc1cc(C(=O)NCCCN2CCCC2=O)cc(OC)c1OC	-0.4	-4%[57.1 µM]	3%	12%	1%	1	1%	3	0.3
COc1cc(NC(=O)C/C(C)=N/NC(=O)c2ccccn2)c(OC)cc1Cl	-0.3	2%[57.1 µM]	-1%	10%[57.1 µM]	3%	1	-2%	0	0.2
COc1ccc(N2CCN(S(=O)(=O)c3ccc(C(=O)NC4CCCC4)cc3)CC2)cc1	0.2	12%	-17%	30%	4%	6	3%	-4	6.3

Other records follow.
SMILES	TRHR ag	TrxR1 substrate	USP1-UAF1 inh	TrxR1 inh	IDH1 R132H inh	TRHR PAM	Pin1 inh	D2 antag	D2 agonist
CC(=O)N1CCN(C(=O)c2ccc3c(c2)S(=O)(=O)c2ccccc2C3=O)CC1	2.2	4%	-13%	15%	-6%	8	-8%	-16	0.1
COc1ccccc1CNC(=O)COc1ccc(S(=O)(=O)N2CCCC2)cc1	-0.4	-3%	7%	29%[0.457 µM]	14%	11	-7%	2	-0.6
Oc1ccc(Cl)cc1C1=NNC(c2ccc(Cl)cc2)C1 (configuration not stated)	0.3	-7%	-14%	?	-2%	4	14%	-4	-0.7
COc1ccccc1Cn1cc(C(=O)c2ccc(C)cc2)c(=O)c2cc(C)ccc21	-0.2	7%	-19%	21%	0%	5	6%	nt	-2.2
CCCN1C2CCCC1CC(NC(=O)c1cc(OC)c(OC)c(OC)c1)C2 (configuration not stated)	0.5	12%[57.1 µM]	-9%	5%[57.1 µM]	-4%	9	-9%	-13	-0.3
O=c1c2ccccc2nc(/C=C/c2ccc(Cl)cc2)n1CCO	-0.3	53%	-13%	9%[57.1 µM]	4%	-6	-3%	17	0.0
